M1 ag: activates human CHRM1 receptor | activation, % at 3 µM | actives 0.33% (n = 360,000) | CHO-K1 hM1, Fluo-8 calcium fluorescence, agonist mode; 0% DMSO, 100% acetylcholine EC100 | AID 588814;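 active means activation above the run's mean compound activation plus 3 SD, cut at about 16% in these data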;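 further: peak over basal fluorescence ratio within a 140 s kinetic read after compound addition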
OXTR potentiator: potentiators of human oxytocin receptor | CHO-OTR cells, Fluo-8 calcium fluorescence, potentiator mode; 0% = oxytocin EC15, 100% = EC100 | P30559 | activation, % at 3 µM | actives 0.061% (n = 320,000);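 active means activation above that plate's cutoff, the mean activation of tested compounds plus 3 SD, cut at about 6.6% in these data, passing the limit was not always enough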;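 further: 100% uses oxytocin at 75 nM as the full agonist control; some results filed as inactive read as strong as hits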
Target sequence (P30559 whole entry, looked up): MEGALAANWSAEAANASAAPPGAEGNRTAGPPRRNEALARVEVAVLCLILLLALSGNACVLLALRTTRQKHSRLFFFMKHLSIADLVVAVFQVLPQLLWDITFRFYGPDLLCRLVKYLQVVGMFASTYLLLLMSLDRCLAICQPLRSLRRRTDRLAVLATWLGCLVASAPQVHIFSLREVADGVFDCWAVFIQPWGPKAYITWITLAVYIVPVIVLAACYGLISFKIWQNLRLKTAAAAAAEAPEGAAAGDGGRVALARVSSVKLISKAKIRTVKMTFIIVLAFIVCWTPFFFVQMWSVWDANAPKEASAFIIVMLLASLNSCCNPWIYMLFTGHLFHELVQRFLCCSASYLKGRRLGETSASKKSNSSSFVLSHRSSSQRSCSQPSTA
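Assay system: CHO cell line stably expressing human OTR. Reagent: EC15 oxytocin agonist. Dosing: single dose, 3.0 µM nominal final compound concentration. Timing: compound 6 min at room temperature before oxytocin, 100 s read. Signal: kinetic Fluo-8 calcium fluorescence. Controls: oxytocin EC15 low and EC100 high.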
CHO-K1 Ca antag: M1 antagonist counterscreen hit in parental CHO-K1 cells. ATP-induced calcium, Fluo-8 fluorescence. actives 0.6% (n = 360,000). inhibition, % at 3 µM;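 active means inhibition above a per-plate cutoff, the plate's mean sample inhibition plus 3 SD, cut at about 24% in these data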;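 further: 0% = DMSO plus EC80 ATP and 100% = DMSO alone without ATP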
CHO-K1 Ca PAM: M1 PAM counterscreen hit in parental CHO-K1 cells. AID 602247. ATP EC20, Fluo-8 calcium fluorescence; 0% at ATP EC20, 100% at ATP max. activation, % at 3 µM. actives 0.02% (n = 360,000);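 active means activation above the run cutoff, the mean activation of all test compounds plus 3 SD, cut at about 40% in these data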;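 further: peak over basal fluorescence ratio in a 140 s read after ATP addition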
M1 antag: human CHRM1 antagonism; inhibition, % at 3 µM; P11229; CHO-K1 hM1, Fluo-8 calcium fluorescence, ACh EC80 antagonist; actives 1.3% (n = 360,000);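 active means percent inhibition above its own plate's cutoff, namely the mean of that plate's compound wells plus 3 SD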;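 further: peak over basal fluorescence ratio during 140 s after agonist addition; 0% = ACh EC80 plus DMSO and 100% = DMSO alone without agonist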
TAAR1 ag: human TAAR1 agonism | Q96RJ0 | CHO RD-HGA16 TAAR1, Fluo-8 calcium fluorescence; vehicle wells 0%, saturating PEA agonist 100% | activation, % at 3 µM | actives 0.99% (n = 360,000) | AID 624467;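 active means activation above the mean activation of all test compounds in the run plus 3 SD, cut at about 38% in these data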
Target sequence (Q96RJ0 whole entry, looked up): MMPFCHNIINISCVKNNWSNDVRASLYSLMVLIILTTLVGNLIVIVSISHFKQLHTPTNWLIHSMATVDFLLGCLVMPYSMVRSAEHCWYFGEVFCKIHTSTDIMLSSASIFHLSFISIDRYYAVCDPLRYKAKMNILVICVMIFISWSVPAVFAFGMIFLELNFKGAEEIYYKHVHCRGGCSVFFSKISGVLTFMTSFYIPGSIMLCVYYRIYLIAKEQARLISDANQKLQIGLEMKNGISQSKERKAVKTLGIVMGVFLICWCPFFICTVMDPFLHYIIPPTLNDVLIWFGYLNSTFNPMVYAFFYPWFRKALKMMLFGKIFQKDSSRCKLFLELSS
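Test system: RD-HGA16 (CHO) cells co-expressing Gα16 and hTAAR1 / Benchmarks: DMSO vehicle as 0%, PEA at EC100 as 100% / Repeats: no replicates (n 1) / Measure: % activation from peak over basal fluorescence ratio, DMSO-to-PEA scaled / Timing: 17-24 h plating, Fluo-8 75 min 37 °C, 30 min RT / Technique: kinetic Fluo-8 calcium fluorescence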
M1 ag parental: counter-screen for M1 agonists: effect in parental CHO-K1 cells. Fluo-8 calcium fluorescence; scaled to maximal ATP response, vehicle zero. activation, % at 3 µM. actives 0.48% (n = 360,000). AID 602248; in the data active means activation above about 15%;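 further: untransfected CHO-K1 host cells lacking M1 receptor as counterscreen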
TAAR1 antag: human TAAR1 antagonism; actives 1.5% (n = 360,000); inhibition, % at 3 µM; Q96RJ0; CHO RD-HGA16 TAAR1, Fluo-8 calcium fluorescence, antagonist; AID 624466;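 active means inhibition above a per-plate cutoff, the mean inhibition of test compounds on that plate plus 3 SD, cut at about 49% in these data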;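 further: 0% = DMSO plus EC80 beta-PEA response and 100% = DMSO alone without agonist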
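Test system: hTAAR1-expressing CHO RD-HGA16 cells, Gα16-coupled; Probe or stimulus: EC80 β-phenethylamine stimulus; Compound dosing: single nominal final test compound concentration of 3 µM; Timing: 140 s kinetic read after compound, 140 s after agonist; Signal: Fluo-8 calcium-sensitive fluorescence; Measure: % inhibition of agonist calcium response; Controls: DMSO and EC80 PEA controls.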
CHO parental Ca: counter-screen for OX1R antagonists: effect in parental CHO cells; parental CHO-K1, ATP-induced calcium, Fluo-8 fluorescence; inhibition, % at 5.6 µM; actives 0.63% (n = 330,000); AID 463079;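 active means inhibition above that plate's mean sample inhibition plus 3 SD, cut at about 26% in these data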;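 further: 0% = ATP-challenged DMSO wells and 100% = DMSO wells without ATP; some compounds past the cut are filed as inactive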
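material = parental CHO cells | also added = ATP as calcium-mobilizing challenge | dosing = single point at 5.6 µM | detection = intracellular calcium via Fluo-8 no-wash fluorescent dye | read-out = % inhibition | benchmarks = low control ATP plus DMSO, high control DMSO only | repeats = one well per compound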
* marks the source's active call; other numbers are inactive results.

Results for Cc1ccc(Cn2nnc3c(=O)n(CC(=O)N4CCN(c5ccccc5)CC4)cnc32)cc1 ?
M1 ag: -8.4; OXTR potentiator: -12.1; CHO-K1 Ca antag: -9.8; CHO-K1 Ca PAM: -9.7; M1 antag: -18.6; TAAR1 ag: 20.5; M1 ag parental: 3.8; TAAR1 antag: 8.2; CHO parental Ca: -15.8

Results for Cc1ccc(C(=O)COC(=O)c2cn3ccccc3n2)cc1 ?
M1 ag: -5.0; OXTR potentiator: -3.5; CHO-K1 Ca antag: -3.6; CHO-K1 Ca PAM: 1.0; M1 antag: 5.9; TAAR1 ag: 8.5; M1 ag parental: 0.1; TAAR1 antag: -5.6; CHO parental Ca: -7.6

How did C=CCN(CCNP(=O)(OCC)OCC)CP(=O)(OCC)OCC do in these assays?
M1 ag: -2.1; OXTR potentiator: -10.3; CHO-K1 Ca antag: -5.2; CHO-K1 Ca PAM: 0.8; M1 antag: -24.6; TAAR1 ag: 7.8; M1 ag parental: -0.1; TAAR1 antag: 0.9; CHO parental Ca: -17.2

How did CCN(CC)S(=O)(=O)c1ccc(N2CCOCC2)c(C(=O)O)c1 do in these assays?
M1 ag: -4.4; OXTR potentiator: -4.1; CHO-K1 Ca antag: -11.1; CHO-K1 Ca PAM: 15.5; M1 antag: -10.0; TAAR1 ag: 15.9; M1 ag parental: 0.7; TAAR1 antag: -0.7; CHO parental Ca: 4.8

How did COC(=O)[C@]12CCCCC=C1N(Cc1ccccc1)C(=O)[C@H](CC(=O)NCc1ccccc1)C2 do in these assays?
CHO-K1 Ca antag: 7.1; CHO-K1 Ca PAM: -4.1; TAAR1 ag: 5.0; M1 ag parental: 2.0; TAAR1 antag: -6.6

Results for CC(=O)/C(=N\Nc1ccccc1)Sc1nnc(-c2ccccc2)n1-c1ccccc1 ?
M1 ag: -7.2; OXTR potentiator: -12.7; CHO-K1 Ca antag: 1.3; CHO-K1 Ca PAM: 2.5; M1 antag: -5.9; TAAR1 ag: 5.8; M1 ag parental: 0.0; TAAR1 antag: 1.6; CHO parental Ca: -3.7

Results for CCOC(=O)CCC(=O)Nc1ccccc1C(N)=O ?
M1 ag: -2.4; OXTR potentiator: -4.0; CHO-K1 Ca antag: -8.4; CHO-K1 Ca PAM: 12.8; M1 antag: -10.5; TAAR1 ag: 1.5; M1 ag parental: 0.2; TAAR1 antag: 19.7; CHO parental Ca: -1.2

How did CC(C)(C)NC(=O)C[C@H]1C[C@H](C(=O)N2CCOCC2)[C@@]2(CCC3CCCC3)c3[nH]c4ccc(Cl)cc4c3CCN2C1=O do in these assays?
M1 ag: -2.5; CHO-K1 Ca antag: 3.6; CHO-K1 Ca PAM: 20.8; M1 antag: -1.7; M1 ag parental: -0.3; CHO parental Ca: -6.3

What do the screens show for `CCOc1cc(C)c(-c2onc(C(F)(F)F)c2-c2csc(C)n2)c(O)c1`?
M1 ag: -6.0; OXTR potentiator: -5.8; CHO-K1 Ca antag: 1.9; CHO-K1 Ca PAM: 6.3; M1 antag: 9.6; TAAR1 ag: 2.4; M1 ag parental: 4.4; TAAR1 antag: 16.4; CHO parental Ca: 26.9

Results for CC(=O)Oc1ccc(N(C(C)=O)S(=O)(=O)c2ccc(C)cc2C)c2ccccc12 ?
M1 ag: -4.3; CHO-K1 Ca antag: 5.8; CHO-K1 Ca PAM: 17.7; M1 antag: -16.8; TAAR1 ag: 0.1; M1 ag parental: -0.2; TAAR1 antag: -10.2

How did CCc1ccccc1NC(=O)NNC(=O)CCc1ccccc1 do in these assays?
M1 ag: 0.2; OXTR potentiator: -7.7; CHO-K1 Ca antag: -5.7; CHO-K1 Ca PAM: 20.1; M1 antag: -13.9; TAAR1 ag: 0.9; M1 ag parental: 1.6; TAAR1 antag: -22.3; CHO parental Ca: -18.4

Results for COc1ccccc1NC(=O)C(=O)N(c1cccnc1)C(C(=O)NC(C)(C)C)c1ccccc1F (configuration not stated) ?
M1 ag: -4.3; OXTR potentiator: -3.3; CHO-K1 Ca antag: -5.5; CHO-K1 Ca PAM: 15.3; M1 antag: -4.9; TAAR1 ag: 7.5; M1 ag parental: 1.3; TAAR1 antag: 2.1; CHO parental Ca: -24.2

How did CCOc1ncccc1C(=O)NCC(c1ccco1)N1CCCCC1 (configuration not stated) do in these assays?
M1 ag: -8.7; OXTR potentiator: -4.6; CHO-K1 Ca antag: -2.6; CHO-K1 Ca PAM: -16.0; M1 antag: 11.9; TAAR1 ag: 5.9; M1 ag parental: -0.1; TAAR1 antag: -14.0; CHO parental Ca: -8.0

What do the screens show for `CCOC(=O)NC1CCS(=O)(=O)C1` (configuration not stated)?
M1 ag: -2.4; OXTR potentiator: -9.4; CHO-K1 Ca antag: -13.0; CHO-K1 Ca PAM: 12.4; M1 antag: 0.1; TAAR1 ag: 0.7; M1 ag parental: 0.2; TAAR1 antag: 0.2; CHO parental Ca: -1.4

What do the screens show for `O=c1cc(-c2ccccc2)oc2cc(O)ccc12`?
M1 ag: -1.7; CHO-K1 Ca antag: -3.0; CHO-K1 Ca PAM: 4.9; M1 antag: -6.3; TAAR1 ag: 1.5; M1 ag parental: 0.7; TAAR1 antag: -27.5

How did O=C(NCCc1c[nH]c2ccccc12)C(=O)NCC(c1ccco1)N1CCN(c2ccccc2F)CC1 (configuration not stated) do in these assays?
M1 ag: -4.0; OXTR potentiator: -6.0; CHO-K1 Ca antag: 1.0; CHO-K1 Ca PAM: 8.4; M1 antag: -4.4; M1 ag parental: 0.2; CHO parental Ca: -2.6

Results for COc1ccc2[nH]c(=O)c(CN(CCO)S(=O)(=O)c3ccc(C)cc3)cc2c1 ?
M1 ag: -8.1; OXTR potentiator: -4.0; CHO-K1 Ca antag: 6.1; CHO-K1 Ca PAM: -12.1; M1 antag: 8.2; TAAR1 ag: 0.4; M1 ag parental: 0.1; TAAR1 antag: -2.8; CHO parental Ca: 10.6

Results for CCNC(=S)Nc1ccc(C)c(S(=O)(=O)Nc2ccccc2OC)c1 ?
M1 ag: 2.3; OXTR potentiator: 1.4; CHO-K1 Ca antag: -7.4; CHO-K1 Ca PAM: 9.4; M1 antag: -13.4; TAAR1 ag: 0.1; M1 ag parental: 4.0; TAAR1 antag: 3.3; CHO parental Ca: 2.9

Results for CC[N+](CC)(CCO)CCCN1C(=O)C2CC=C(Cl)CC2C1=O (configuration not stated) ?
M1 ag: -5.5; OXTR potentiator: -14.9; CHO-K1 Ca antag: -6.0; CHO-K1 Ca PAM: 5.5; M1 antag: 1.8; TAAR1 ag: 16.2; M1 ag parental: 0.1; TAAR1 antag: -14.0; CHO parental Ca: -8.8

What do the screens show for `O=C(O)COc1ccc(/C=N/NC(=O)c2ccccc2Br)cc1`?
M1 ag: -5.9; OXTR potentiator: -15.6; CHO-K1 Ca antag: 5.0; CHO-K1 Ca PAM: -4.5; M1 antag: -0.1; M1 ag parental: -0.2; CHO parental Ca: 2.6

What do the screens show for `CN(CCOc1ccc(Cl)c(Cl)c1)Cc1ccccc1`?
M1 ag: -3.8; OXTR potentiator: -4.7; CHO-K1 Ca antag: -1.1; CHO-K1 Ca PAM: 13.2; M1 antag: 6.8; TAAR1 ag: 2.6; M1 ag parental: 0.9; TAAR1 antag: -4.5; CHO parental Ca: -12.2

Results for Cc1cc(F)cc(C)c1Cn1cnc2c(cnn2C(C)(C)C)c1=O ?
M1 ag: -0.1; OXTR potentiator: -4.1; CHO-K1 Ca antag: -6.8; CHO-K1 Ca PAM: -10.4; M1 antag: 4.5; TAAR1 ag: 1.0; M1 ag parental: -0.3; TAAR1 antag: 7.0; CHO parental Ca: -12.6

How did CC(=O)N1CCn2c3c(c4cc(C)ccc42)CCCC31 (configuration not stated) do in these assays?
M1 ag: -4.8; OXTR potentiator: 1.5; CHO-K1 Ca antag: -3.3; CHO-K1 Ca PAM: 3.8; M1 antag: -7.0; TAAR1 ag: 2.1; M1 ag parental: 0.0; TAAR1 antag: -2.0; CHO parental Ca: -6.0

What do the screens show for `CCCC(c1nnnn1C(C)(C)CC)N(CCCO)Cc1cc2cc(C)cc(C)c2[nH]c1=O` (configuration not stated)?
M1 ag: -4.4; OXTR potentiator: -10.3; CHO-K1 Ca antag: -5.3; CHO-K1 Ca PAM: 15.8; M1 antag: -35.2; TAAR1 ag: -2.0; M1 ag parental: -0.3; TAAR1 antag: 0.7; CHO parental Ca: -23.7

What do the screens show for `COc1ccc2c3n(nc2c1)CCN=C3c1cc(Cl)c(N)c(Cl)c1`?
M1 ag: 0.2; OXTR potentiator: -8.0; CHO-K1 Ca antag: -12.2; CHO-K1 Ca PAM: -1.9; M1 antag: 5.3; TAAR1 ag: 3.5; M1 ag parental: -0.5; TAAR1 antag: 38.3; CHO parental Ca: -18.5

Results for CCCCNC(=O)C1(C)CCN1C(=O)c1c(F)ccc(C)c1F (configuration not stated) ?
M1 ag: 1.2; CHO-K1 Ca antag: 8.5; CHO-K1 Ca PAM: 15.3; M1 antag: -10.9; TAAR1 ag: 15.3; M1 ag parental: 4.4; TAAR1 antag: -35.4

How did COc1ccc(S(=O)(=O)NCC(=O)N(CC(=O)NCC2CCCO2)c2c(C)cccc2C)cc1 (configuration not stated) do in these assays?
M1 ag: -0.9; OXTR potentiator: -13.8; CHO-K1 Ca antag: -20.9; CHO-K1 Ca PAM: 23.2; M1 antag: -21.8; TAAR1 ag: 1.1; M1 ag parental: -0.1; TAAR1 antag: 6.4; CHO parental Ca: -22.2

What do the screens show for `CSCC[C@H](NC(=O)C1CCN(S(=O)(=O)c2ccc(C)cc2C)CC1)c1nc2ccccc2[nH]1`?
M1 ag: -8.4; OXTR potentiator: -3.0; CHO-K1 Ca antag: -8.5; CHO-K1 Ca PAM: 9.1; M1 antag: -6.8; TAAR1 ag: 17.1; M1 ag parental: -0.9; TAAR1 antag: 32.0; CHO parental Ca: -24.0

What do the screens show for `CCC(=O)Nc1nnc(Sc2ccc(N(C)C)cc2)s1`?
M1 ag: -4.3; OXTR potentiator: -11.7; CHO-K1 Ca antag: 6.0; CHO-K1 Ca PAM: -6.2; M1 antag: 5.8; TAAR1 ag: 13.2; M1 ag parental: 0.0; TAAR1 antag: 3.5; CHO parental Ca: 1.7
